# Source: PubChem (several laboratories)
# HTR2A ag – agonists of mouse serotonin 5-HT2A receptor (HTR2A). P35363. actives 0.66% (n = 360,000). activation, % at 7.6 µM. CHO-K1 mHTR2A beta-arrestin complementation, luminescence; percent of 30 µM serotonin response;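 active = activation above a run cutoff, the mean activation of all tested compounds plus 3 SD, cut at about 14% in these data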;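 also: 0% = plate median of compound wells and 100% = 30 µM serotonin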
# hiPSC survival – hiPSC single-cell survival enhancement; ATPlite luminescence; 100% = ROCK inhibitor wells, 0% = DMSO; survival enhancement, % at 20 µM; actives 0.044% (n = 360,000); AID 602274; in the data active = survival enhancement above about 18%;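 also: cells exposed to compounds for 16 hours before the ATP read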
# Cardio protect – modulators protecting cardiomyocytes from myocardial damage; H9c2 cardiomyocytes, H2O2 injury protection, ATPLite, 2 h; protection from H2O2 cell death, % at 20 µM; actives 0.63% (n = 360,000); AID 588492;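 active = compounds giving at least 50% protection of heart cells from peroxide-induced death in the single-dose screen, raw or plate-pattern-corrected value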;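 also: 0% = DMSO wells with peroxide and 100% = DMSO wells without peroxide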
# Vif inh – blocks HIV Vif function | HEK293T cells, Vif self-association by quenched fluorescence, imaging, 24 h | inhibition, % at 7.49 µM | actives 0.35% (n = 340,000); in the data active = inhibition above about 50%, passing the limit was not always enough; inconclusive = no clear call, values can overlap the other calls; inactive = below about 31%; also: some results filed as inactive read as strong as hits
# ABCB6 inh 2 – inhibitors of human ABC transporter ABCB6; actives 0.19% (n = 360,000); Q9NP58; K562-ABCB6 porphyrin accumulation, flow cytometry, 1 h; stronger effect = lower value; fluorescence ratio to DMSO, % at 10 µM; AID 602162;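 active = fluorescence ratio to DMSO below 75%, the collection mean minus 3 SD; inconclusive = too few cells collected in the well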;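 also: signal is porphyrin accumulated inside mitochondria; 100% equals median channel fluorescence of DMSO control wells; lower ratio means ABCB6 inhibition with less porphyrin fluorescence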
# Target sequence (Q9NP58 whole entry, looked up): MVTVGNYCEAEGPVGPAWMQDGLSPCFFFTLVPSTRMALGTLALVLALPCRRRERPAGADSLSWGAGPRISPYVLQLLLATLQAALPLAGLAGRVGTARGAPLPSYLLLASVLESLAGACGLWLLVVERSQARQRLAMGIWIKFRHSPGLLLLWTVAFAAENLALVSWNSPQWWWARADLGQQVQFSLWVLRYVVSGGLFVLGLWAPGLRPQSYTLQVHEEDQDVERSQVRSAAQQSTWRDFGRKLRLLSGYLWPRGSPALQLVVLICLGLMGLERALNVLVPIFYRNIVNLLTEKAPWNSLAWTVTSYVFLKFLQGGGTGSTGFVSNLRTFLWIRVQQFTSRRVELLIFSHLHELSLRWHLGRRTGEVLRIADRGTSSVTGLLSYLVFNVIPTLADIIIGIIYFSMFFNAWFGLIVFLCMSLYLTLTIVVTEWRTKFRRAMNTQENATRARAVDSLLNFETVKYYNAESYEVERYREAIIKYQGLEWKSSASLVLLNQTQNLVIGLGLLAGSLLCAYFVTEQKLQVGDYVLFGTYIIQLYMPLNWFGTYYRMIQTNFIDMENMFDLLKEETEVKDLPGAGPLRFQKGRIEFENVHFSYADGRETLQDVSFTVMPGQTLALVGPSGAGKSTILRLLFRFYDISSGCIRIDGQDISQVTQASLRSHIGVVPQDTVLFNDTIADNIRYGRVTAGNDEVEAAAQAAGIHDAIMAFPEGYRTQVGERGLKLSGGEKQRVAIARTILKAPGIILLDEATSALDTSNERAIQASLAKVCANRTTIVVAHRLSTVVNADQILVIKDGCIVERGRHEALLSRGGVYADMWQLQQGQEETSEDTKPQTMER
# PDI turbidity – inhibitors of human protein disulfide isomerase; PDI insulin aggregation turbidity, A650, 90 min; P07237; actives 0.052% (n = 350,000); inhibition, % at 10 µM;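 active = mean inhibition across replicates of 30% or more, whatever share of single replicates reach that level; inconclusive = mean inhibition below 30% while every single replicate reaches 30%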;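 also: absorbance from insulin aggregation driven by PDI reduction with DTT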
# CaV13 FRET inh – Primary screen for inhibitors of IQ motif and Ca2+-dependent inactivation inhibitor domain binding in CACNA1D, Förster resonance energy transfer in living cells, …; inhibition, % at 12.3 µM; HEK cells, CFP/YFP FRET ICDI-IQ, plate reader, 10 min; percent FRET-ratio fall versus neutral wells; actives 0.098% (n = 340,000); AID 743397;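 active = mean replicate inhibition of at least 30% and at least 1% of replicates passing that level; inconclusive = only one of the two criteria is met; inactive = neither criterion is met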;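 also: 0% = median of the neutral control wells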
# Glyco luc inh – N-linked glycosylation inhibition. D54 ERlucT glycosylation luciferase reporter, 24 h; percent of 100 nM tunicamycin response. reporter increase, % at 12.5 µM. actives 0.23% (n = 360,000). AID 588692;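 active = mean luciferase reporter signal, scaled so untreated is 0 and the glycosylation-blocking control 100, at or above a set limit in every replicate; inconclusive = mean reaches the limit but not every replicate does; inactive = mean below the limit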;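 also: luciferase carries N-glycosylation sites so blocking glycosylation raises the light; 0% = median of neutral control wells and 100% = median of 100 nM tunicamycin wells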
# Exocytosis inh – lytic granule exocytosis inhibition; AID 651702; actives 0.66% (n = 360,000); TALL-104 LAMP-1 surface exposure, flow cytometry; cells stimulated with thapsigargin and PMA; inhibition, % at 10 µM;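 active = inhibition above about 55%, limit read from the data; inconclusive = no clear call, values can overlap the other calls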
# aDG glyco act – alpha-DG glycosylation activation; activation, % at 10 µM; Pro5-aDG cells, alpha-DG glycosylation AlphaScreen (IIH6); 0% Pro5, 100% B10-LARGE cell signal; actives 0.22% (n = 360,000);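 active = activation of at least 8% versus controls, or a plate z-score of at least 8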;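 also: Pro5 are CHO cells carrying HIG-tagged alpha-DG that lacks glycosylation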
# Starred values were filed as active, the others as inactive; ? = inconclusive; / = not tested or not shown.
compound,HTR2A ag,hiPSC survival,Cardio protect,Vif inh,ABCB6 inh 2,PDI turbidity,CaV13 FRET inh,Glyco luc inh,Exocytosis inh,aDG glyco act
O=C(NCc1ccc(F)cc1)OC1CC2CC1[C@H]1CCCCN1C2=O (some centres undefined),-2,1.1,/,/,109,/,-5,/,-5,-0.1
CCc1ccc(NC(=O)C(=O)NCC(O)c2ccccc2)cc1 (centres undefined),-1,-0.1,4,-7,99,-13,-13,3,0,0.4
CCOC(=O)c1oc2ccccc2c1COC(=O)C(C)NC(=O)c1ccco1 (centres undefined),-3,-0.4,-6,6,101,6,-13,1,4,-0.2
CCCN(C(=O)Cc1ccc(S(=O)(=O)N2CCOCC2)s1)c1c(N)n(Cc2ccccc2)c(=O)[nH]c1=O,0,-0.4,3,-6,98,7,-4,3,4,-0.1
COc1cc2sc(-c3ccc(S(C)(=O)=O)cc3)c(C(=O)NCCCCO)c2cc1OC,3,-2.0,12,/,100,-2,-10,1,-1,-0.1
CCC(=O)Nc1ccc2c(c1)nc(CCN1CCN(c3ccccn3)CC1)n2C,-11,-0.4,-3,2,98,-5,-4,0,1,-0.1
Cc1cc(C)cc(CC(=O)N2CCC2(C)C(=O)NS(=O)(=O)c2cccc(OC(F)F)c2)c1 (centres undefined),-1,0.1,0,0,95,-5,-6,0,2,-0.1
CCCc1nc2c(nnn2Cc2ccccc2F)c(=O)[nH]1,3,-1.2,0,0,100,3,-9,-1,0,-0.2
Cc1ccc(-c2nc(C#N)c(N3CCC(C)CC3)o2)cc1,-2,-0.5,-9,-2,98,1,-21,1,12,-0.1
O=C(CN(Cc1ccccc1)C1=NCCS1)c1ccccc1,0,-0.4,0,0,95,2,-5,0,3,0.4
CCOc1ccccc1NC(=O)CNC(=O)N1CC(=O)Nc2ccccc21,8,1.5,3,-2,101,5,-3,3,10,-0.1
c1ccc(CSc2nnc3ccc(-c4ccco4)nn23)nc1,3,2.1,-2,1,92,10,-2,1,0,0.0
CC1CCCCC1NC(=O)C1CCN(S(=O)(=O)c2cccc3nsnc23)CC1 (centres undefined),0,-2.1,2,7,99,12,/,0,1,-0.1
Cc1ccc(/C=C/C(=O)NCc2ccc3c(c2)OCO3)o1,2,0.5,8,12,95,-11,-5,4,9,0.2
CCOc1ccc(OCC)c(NC(=O)CSc2nnnn2CC)c1,-6,4.7,3,-4,99,2,-5,-2,1,0.1
O=C(O)CCC(=O)CCC(=O)c1ccc(Cl)cc1,1,-1.1,5,9,101,-3,-4,0,4,-0.2
C#C[C@]1(O)CCC2C3CCC4=Cc5oncc5CC4(C)C3CCC21C (some centres undefined),4,-2.6,-16,-3,96,-10,-5,-6,11,0.2
OC(CNCc1cccnc1)COc1ccc2ccccc2c1 (centres undefined),0,-0.4,1,-6,101,3,-11,3,0,0.9
Cc1ccc(-n2nnnc2-c2cnc(-c3cccnc3)nc2C(F)(F)F)cc1,8,0.9,-17,-19,90,-1,-4,0,-2,0.5
CN1CCN(C2CCN(S(=O)(=O)c3ccc(C(C)(C)C)cc3)CC2)CC1,-3,-0.6,-3,2,100,13,-18,-1,6,0.0
CCc1sc(C(=O)NCCc2ccc(S(N)(=O)=O)cc2)cc1C,0,-0.1,-3,-3,101,-8,-4,0,-1,0.0
N#Cc1ccccc1Sc1ccccc1C(=O)Nc1ccccc1,-2,2.8,-9,0,92,-13,-2,-2,1,0.1
Cn1cc(-c2nnc(-c3ccccc3)o2)c2ccccc21,-2,-4.8,-24,10,91,2,/,-10,-1,-0.1
Cc1ccc([C@H]2N[C@]3(CCCN(Cc4ccc(Cl)cc4)C3=O)[C@H]3C(=O)N(Cc4ccccc4)C(=O)[C@@H]23)cc1,-3,-1.5,4,-2,101,15,-8,-1,6,0.2
COc1ccc(/C=C2\Sc3ccc(C(=O)N4CCN(Cc5ccccc5)CC4)cc3N(C)C2=O)cc1OC,9,0.5,-14,-7,93,0,-19,-6,8,2.6
COc1ccc(C(=O)NCCC2=CCCCC2)cc1OC,3,-1.7,8,11,95,15,-4,0,-14,-0.3
CC(=O)/C(C#N)=C1\NC(=O)C(Cc2ccccc2Cl)S1 (centres undefined),0,1.9,10,17,83,8,-5,-10,0,-0.3
CC(C)C(=O)N1CCN(c2nc(-c3ccccc3)c3c(c2C#N)CC(C)(C)OC3)CC1,-6,-1.6,15,-8,111,0,-4,-2,-6,0.1
COc1ccc2sc(-c3ccccc3OC)c(C#CC(C)(C)O)c2c1,-2,-0.8,-4,-10,93,8,-10,-1,-16,-0.2
CCN(CC)C(=O)c1ccc(C(=O)c2c(C)cc(C)cc2C)cc1,9,2.1,0,?,97,3,-4,-3,-4,0.1
CN(C)c1ncnc2c1C(c1ccccc1)C(C)(C)O2 (centres undefined),-2,1.9,-6,0,95,2,-8,1,-2,0.0
Oc1ccc(-c2[nH]ncc2-c2nc3ccccc3s2)c(O)c1,0,-0.7,-5,5,105,11,-2,1,0,-0.4
COc1ccc(NC(=O)CSCC(=O)N2CCCc3ccccc32)cc1,-3,-0.2,3,0,102,-3,-5,4,6,-0.3
COc1cccc(NC(=O)N2CCC(NC(=O)C(Cc3ccccc3OC)NC(C)=O)CC2)c1 (centres undefined),3,-0.1,0,-9,101,2,-7,-1,0,0.0
CCOc1ccc(NC(=O)CCn2ccnc2)cc1,7,-0.4,5,/,101,2,-18,1,-16,0.0
O=C(O)c1cccnc1SC1CC(=O)N(c2ccc(OC(F)F)cc2)C1=O (centres undefined),0,1.4,2,2,112,1,-4,0,-3,0.0
N#C/C(=C\c1ccc(C(=O)O)cc1)c1nc2sc3c(c2c(=O)[nH]1)CCCC3,2,0.1,-1,3,109,0,-88,1,0,0.3
COc1cccc(-c2cc(N)nn2C(=O)Nc2ccc(Cl)cc2)c1,13,-0.9,-7,5,97,/,-3,1,-1,0.1
CCC(C)c1ccccc1N1CC(C(=O)N2CCN(S(=O)(=O)c3cccc([N+](=O)[O-])c3)CC2)CC1=O (centres undefined),-4,-0.4,4,-1,104,1,-6,2,1,0.6
COc1ccccc1C(=O)C1CCCN(C(=O)CCc2ccccn2)C1 (centres undefined),3,-0.3,-1,-2,100,-17,-4,2,3,0.1
Cc1cccc(Nc2nc(-c3ccc(F)c(C)c3)cs2)n1,2,-0.2,-11,-1,87,0,-2,-5,12,0.0
O=C(Nc1cccc(C(F)(F)F)c1)OCCN1CCN(Cc2ccccc2)CCC1=O,-4,1.1,-19,/,100,0,-6,-1,1,-0.2
N#CC1=C(SCC(=O)Nc2ccc(C(=O)O)cc2)NC(=O)CC1c1ccco1 (centres undefined),1,-0.4,0,2,98,7,-2,0,6,0.0
NC(=O)c1ccc(-c2c(-c3ccccc3)sc3ccccc23)cc1,-4,-2.9,-5,/,96,0,-11,-1,-10,-0.3
CCOC(=O)NC(NC(=S)Nc1ccccc1OC)C(Cl)(Cl)Cl (centres undefined),-4,1.1,1,4,99,10,-4,1,0,2.4
CCC(=O)Nc1cccc(NC(=S)NC(=O)c2cccs2)c1,2,-0.4,-2,2,96,-7,-5,2,-1,0.0
CS(=O)(=O)c1ccc(Cl)c(NC(=O)COC(=O)/C=C/c2cnc3ccccc3n2)c1,4,0.3,0,-2,103,-5,1,2,-8,0.0
O=C(COC(=O)C1CCN(c2ccc(C(F)(F)F)cn2)CC1)c1ccc(Cl)cc1,-4,1.7,-5,27,94,-9,-6,-2,-8,0.2
O=c1cc(-c2ccccc2Cl)oc2ccc([N+](=O)[O-])c(O)c12,-2,-2.2,2,5,99,6,-8,-1,-17,-0.4
COc1ccc(NC(=O)NNC(=O)c2ccc3ccccc3c2)cc1OC,3,0.6,-1,-4,97,15,/,4,2,-0.2

# The list continues.
compound,HTR2A ag,hiPSC survival,Cardio protect,Vif inh,ABCB6 inh 2,PDI turbidity,CaV13 FRET inh,Glyco luc inh,Exocytosis inh,aDG glyco act
CCOc1ccc(S(=O)(=O)N(C)c2ccc(OCC(=O)N3CCOCC3)cc2)cc1,3,0.4,-1,-1,91,8,-4,1,0,1.1
O=[N+]([O-])c1ccc(-c2nc(=S)c3c(o2)CCCC3)cc1,-1,0.6,-6,-7,93,18,-3,-1,-2,-0.3
COc1ccc(CCNC(=O)CCCc2nnc3n(C)c(=O)c4sccc4n23)cc1OC,-1,-0.7,-4,-4,104,4,-7,4,-5,-0.1
C[C@@H]1CN([C@H](C)CO)C(=O)CCCn2cc(nn2)CO[C@H]1CN(C)C(=O)Cc1ccccc1,4,-1.1,0,-6,94,-2,-3,2,6,-0.1
Cc1ccc([N+](=O)[O-])cc1N(CC(=O)N1CCCCC1)S(C)(=O)=O,0,0.9,11,-3,90,10,-2,1,-1,-0.2
CN1CCc2c(OCC(=O)N3CCCc4ccccc43)cccc2C1=O,4,1.7,-6,-6,94,-3,-11,1,0,0.2
CCOC(=O)c1ccc(NC(=O)NC2CC3CCC(C2)N3Cc2nnnn2Cc2ccco2)cc1 (centres undefined),-10,-1.2,2,-8,101,-1,-6,-2,-1,-0.1
COc1ccc(NC(=O)C2Cc3ccccc3O/C2=N\O)cc1 (centres undefined),1,-0.4,-3,/,98,3,-3,1,6,5.9*
O=C1c2ccccc2C(O)(c2ncc[nH]2)N1CCc1ccccc1 (centres undefined),0,-3.4,3,8,97,4,-9,0,3,0.0
c1ccc(-c2cc(-c3ccc(N4CCOCC4)cc3)nc3ccccc23)cc1,3,0.4,2,-15,105,-3,-6,5,-8,0.4
Cc1nc2nc3c(cn2n1)C(=O)CC(C)(C)C3,8,-1.3,0,4,98,-3,-5,2,0,0.1
Cc1c(N=Cc2nc3ccccc3n2C)c(=O)n(-c2ccccc2)n1C,-2,-0.2,-7,-2,94,-10,-5,0,-3,-0.1
O=C(Nc1cccc(F)c1)c1ccc2c(c1)OCO2,5,0.3,-7,/,90,-2,/,0,-3,1.4
CN(CC(=O)Nc1c(Cl)cccc1Cl)C(=O)CCC(=O)c1ccccc1,-4,-0.3,-3,0,101,11,-6,-1,-22,0.1
CCNC(=O)NC(=O)COC(=O)c1cccc(NS(=O)(=O)/C=C/c2ccccc2)c1,-2,3.1,-5,-2,98,2,-17,0,0,0.0
CSc1nc(NCCCO)c2c3c(sc2n1)CN(C)CC3,1,0.2,3,-8,91,4,-5,0,5,-0.1
O=C(Nc1ccc(F)cc1)Nc1ccccc1C(=O)NCCN1CCNC1=O,-2,-0.3,2,0,101,11,-4,1,-7,-0.1
COc1ccc(-c2ccc(C#N)c(SCC(=O)NC3CC3)n2)cc1OC,0,0.2,10,78*,105,-3,-20,0,-1,0.1
CCOC(=O)[C@@H]1[C@H]2COc3ccccc3[C@@H]2N2C(=O)N(c3ccc(F)cc3)C(=O)[C@@]12C,-3,-0.5,7,-2,92,-8,-5,3,-4,0.2
